Pf growth 48h: P. falciparum growth inhibition at 48 hours (one generation); P. falciparum luciferase growth in erythrocytes, 48 h; Potency, µM (titrated, usually from 28.7 µM), without a hit: top-dose activity change, negative = inhibition, actives largely listed as inhibitors; AID 504832; actives 5.9% (n = 310,000); note: potency is the fitted concentration of half-maximal effect; % is set by controls: 0 for no effect and ±100 for the full control effect
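Compounds are pin-transferred into medium, infected erythrocytes (2% hematocrit, 0.1% parasitemia final) are added, and plates sit one parasite generation at 37 C in 5% CO2. Detection reagent is then added and luminescence measured.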
Shiga toxin inh: Shiga toxin inhibition; inhibition, % at 38.7 µM; actives 9.2% (n = 290,000); Vero cells, Shiga toxin protein synthesis inhibition reporter; in the data active = inhibition mostly above about 28%, no sharp cut-off; inactive = mostly below about 43%; note: 0% is about no effect
Giardia FBPA inh: blocks Giardia fructose-bisphosphate aldolase activity. A8B2U2. purified Giardia FBPA. Potency, µM (doses to about 59.6 µM), for the others: at the highest dose activity, negative = inhibition, most hits filed as inhibitors. actives 0.71% (n = 290,000); note: potency is the fitted concentration of half-maximal effect; % is set by controls: 0 for no effect and ±100 for the full control effect; nearly all actives have a fitted effect of over 55% in size
Target sequence (A8B2U2 whole entry, looked up): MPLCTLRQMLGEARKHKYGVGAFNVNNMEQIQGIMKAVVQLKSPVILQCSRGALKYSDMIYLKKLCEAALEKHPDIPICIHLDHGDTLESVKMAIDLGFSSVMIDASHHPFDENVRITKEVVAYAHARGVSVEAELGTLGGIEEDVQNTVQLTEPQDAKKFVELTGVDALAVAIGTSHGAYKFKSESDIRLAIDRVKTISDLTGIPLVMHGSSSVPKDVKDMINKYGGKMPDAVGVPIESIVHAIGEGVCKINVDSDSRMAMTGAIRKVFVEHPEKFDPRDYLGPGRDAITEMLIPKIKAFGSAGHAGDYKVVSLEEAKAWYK
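40 nM FBPA preincubated 10 min at RT with compound (up to 57.5 uM final), then substrate plus GAPDH/TPI/NAD/arsenate coupling and diaphorase/resazurin added. Fluorescence read after 20 min at RT, 525/598 nm.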
HCV inhibitor: inhibitors of hepatitis C virus infection | Huh7.5.1 HCVcc-Cre infection, luciferase reporter, 44 h | actives 3.4% (n = 340,000) | AID 651820 | Potency, µM (titrated, usually from 41.8 µM), for the others: at the highest dose activity change, negative = inhibition, actives largely listed as inhibitors; note: potency is the fitted concentration of half-maximal effect; % is set by controls: 0 for no effect and ±100 for the full control effect
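Luciferase read-out (15 sec integration) after a 15 min room-temperature substrate step quantifies HCVcc-Cre infection. Cells, 1,000 per well, had compound added 4 h post-plating, then virus at ~0.5 moi, and were cultured 44 h.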
Pf growth 96h: inhibits malaria parasite growth, 96 h | P. falciparum luciferase reporter growth, 96 h | Potency, µM (top dose mostly 28.7 µM), for inactives: top-dose activity change, negative = inhibition, hits mostly inhibitors | actives 6.9% (n = 320,000) | AID 504834; note: potency is the fitted concentration of half-maximal effect; % is set by controls: 0 for no effect and ±100 for the full control effect
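96 h incubation, 37 C, 5% CO2, of luciferase-reporter P. falciparum-infected RBCs (2% hematocrit, 0.05% parasitemia final) with test compounds; endpoint luminescence.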
Cycloheximide cs: counter-screen hit for Shiga toxin inhibitors, cycloheximide. cell reporter, cycloheximide protein synthesis inhibition counterscreen. max response, %. actives 12% (n = 300,000); in the data active = max response mostly above about 13%, no sharp cut-off; inactive = mostly below about 14%; note: read at 38.3 µM for the half of the compounds with a filed dose; 0% is about no effect
* marks the source's active call; other numbers are inactive results; ? = inconclusive; / = not tested or not shown; & = joins results of further samples; [ ] = another dose, or the depositor's remark. Unless noted, calls come from the whole dose curve; as a rule, active = well fitted curve in the direction sought with a large enough effect; inconclusive = small, poorly fitted or top-dose-only effect, or another doubt; inactive = no such curve, though single readings can be large; an effect the other way counts as inactive or inconclusive.

SMILES	Pf growth 48h	Shiga toxin inh	Giardia FBPA inh	HCV inhibitor	Pf growth 96h	Cycloheximide cs
O=C(C1COc2ccccc2O1)N1CCN(c2nc3ccc([N+](=O)[O-])cc3s2)CC1 (stereo unspecified)	8%	/	/	?	24%	/
Cc1cc2ncc(-c3ncc(C(F)(F)F)cc3Cl)cn2n1	68%[activator]	10	0%	23%	1%	15*
O=C(O)c1cccc(-n2cccc2/C=C2/NC(=O)N(c3cccc(Cl)c3)C2=O)c1	-2%	18	0%	-16%	3%	2
Cc1c(Cl)c([N+](=O)[O-])nn1CCCC(=O)Nc1ccc(Cl)cc1Cl	35%[activator]	-2	1%	31%[activator]	12µM*	1
O=c1[nH]ncc(NCCCO)c1Cl	19%	-2	0%	2%	11%	-2
CCOC(=O)c1cc2c(n(-c3ccc(C)cc3)c1=O)CCCC2=O	0%	-5	-15%	0%	27%	-3
Cc1[nH]c2ccc(C(=O)NCc3ccccn3)cc2c1C	-22%	55*	-6%	0%	?	29*
CC1Cc2ccccc2N1C(=O)CSc1nc(-c2ccco2)cc(C(F)(F)F)n1 (stereo unspecified)	15%	3	4%	15%	23%	-3
COc1ccc(CN2CCC(Oc3cc(C(=O)NC4CC4)ccc3OC)CC2)c(O)c1	2.3µM*	-3	/	?	31%[activator]	2
Cc1cccn2c(=O)nc(SCC(=O)NCc3ccc4c(c3)OCO4)nc12	-1%	/	/	-7%[8.37 µM]	2%	/
O=C(CSc1nc2ccccc2[nH]1)N1c2ccccc2Sc2ccccc21	?	-6	5%	-12%	89%[activator]	11
COC(=O)COc1ccc(S(=O)(=O)NCc2cccnc2)cc1	-4%	-5	0%	-24%	/	-3
O=S(=O)(Nc1nc2ccccc2nc1NCC1CCCO1)c1cccs1 (stereo unspecified)	3%	24	7%	0%	?	-3
CSc1cnc2c(=O)[nH]c(=O)n(C)c2n1	4%	-5	5%	8%	-12%	-2
Cn1cnc([N+](=O)[O-])c1Nc1ccccc1O	34%[activator]	5	-7%	8%	62%[activator]	-2
O=C(NC1CCN(C(=O)C2CCCCC2)CC1)c1ccccc1	8%	-4	6%	5%	4%	-3
CCOC(=O)C1CCN(c2cc3c(cc2NC(=O)c2ccccc2Br)n(C)c(=O)n3C)CC1	?	-15	/	-16%	-17%	-3
Cc1cc(C(=O)CN2C(=O)c3ccccc3S2(=O)=O)c(C)n1C(C)C	89%[activator]	/	/	-4%	23%	/
COc1ccc(C(=O)N2CCC(C(=O)c3ccc(F)cc3)CC2)cc1	-10%	-11	8%	-3%	8%	-3
COCCN(C(=O)CCN1C(=O)C2CC=CCC2C1=O)c1c(N)n(CC(C)C)c(=O)[nH]c1=O (stereo unspecified)	-5%	/	/	5%	6%	/
CCN(Cc1ccccc1)S(=O)(=O)c1c(C(=O)N2CCCC2)c(C)n(C)c1C	19%	4	0%	13%	?	-3
CCCOc1ccc(N2C(=O)CC(N3CCN(CCN=CC4=C(O)CC(C)(C)CC4=O)CC3)C2=O)cc1 (stereo unspecified)	13%	-10	5%	11%	-15%	-1
COc1ccc(C2C3=C(CCCC3=O)Nc3nc(SCc4ccc(C(=O)O)cc4)nn32)cc1OC (stereo unspecified)	/	-15	1%	5%	?	-9
NC(=O)C1CCCN(C(=O)Nc2cccc3ccccc23)C1 (stereo unspecified)	6%	-25	-25%	8%	20%	-2
Cc1cc(NC(=O)CSc2nncn2-c2ccccc2)no1	11%	-2	7%	2%	?	0
C=CCc1cccc2cc(C(=O)NC3=C(C#N)CCC3)c(=O)oc12	3%	2	-1%	14%	74%[activator]	-3
COC(=O)C1(C(F)(F)F)N=C(C(F)(F)F)Nc2ccc(Cl)cc21 (stereo unspecified)	3%	-11	-22%	23%	30%	-4
Cc1cc(Oc2ccc(C#N)cc2)nc(N2CCOCC2)n1	-5%	-26	-23%	-24%	?	-4
CCOc1ncccc1C(=O)OCC(=O)NCCc1ccccc1	/	-5	5%	2%	13%	-1
COc1ccc(NC(=O)CN(C)C(=O)CCCSc2nc3ccccc3[nH]2)cc1	?	/	/	5%	-5%	/
Cn1c(=O)[nH]c(=O)c2c1nc(N1CCCCCC1)n2CCCSc1nc2ccccc2o1	12µM*	-6	-3%	7%&-1%	19%	-3
COc1cc(O)sc1C=Nc1ccc(Cl)cc1	36%[activator]	42*	-10%	-6%	?	31*
C[C@@H](NC(=O)[C@@H]1Cc2ccccc2CN1)C(=O)NC1CCCC1	-1%	-2	/	?	-9%	-2
O=c1[nH]c(=O)n(Cc2ccco2)c(O)c1C=NCc1ccco1	?	-3	-14%	0%	26%	-2
CCOC(=O)C(C)Oc1ccc(OCc2ccccc2)cc1 (stereo unspecified)	140%[activator]	2	0%	-7%	19%	14
CC(C)S(=O)(=O)c1csc(C(=O)NN)c1Cl	13%	10	?	6%	40%[activator]	-2
COCCCNC(=O)c1cccc(S(=O)(=O)N2CC3(C)CC2CC(C)(C)C3)c1 (stereo unspecified)	?	/	/	2%	-5%	/
Cc1ccc(C(=O)c2cn[nH]c2-c2ccccc2O)cc1	27%	31	-5%	-5%	86%[activator]	14
Cc1ccc(S(=O)(=O)NNC(=O)Nc2cccc(F)c2)c(C)c1	5%	-15	/	-3%	?	-4
CS(=O)(=O)c1ccc(Cl)c(C(=O)O)c1	35%[activator]	-13	24%	14%	3.7µM*	7
COc1cc(S(=O)(=O)N(Cc2ccccc2)Cc2ccccn2)ccc1-n1cnnn1	-13%	16	-7%	9%	-6%	-3
CC(=O)CCc1c[nH]c2c(C(=O)O)cccc12	22%	12	11%	2%	12µM*	-2
Cc1cc(NC(=S)NC(=O)CC(C)C)ccc1Br	0%	115*	1%	?	?	32*
CCN(CC(=O)Nc1ccc(N2CCOCC2)cc1)C(=O)c1ccc(C#N)cc1	11%	-8	-1%	16%	22%	5
CC(NC(=O)Nc1nnc(C(F)(F)F)s1)(C(F)(F)F)C(F)(F)F	3.3µM*	20	-26%	2.8µM*	5%	1
O=C(Nc1ccccc1C(=O)O)C1=NN=CC1	16%	18	-19%	14%	174%[activator]	3
Cc1cc([N+](=O)[O-])ccc1NC(=S)NC1CCCC1	-8%	-14	/	-7%	62%[activator]	-4
CCN1CCN(C(=O)c2ccc(CSc3ccc(C)cc3)cc2)CC1	-6%	25	-5%	-29%	7%	13
COc1ccc(NC(=O)CN2CCN(S(=O)(=O)c3ccc(C(C)C)cc3)CC2)cc1OC	?	2	-5%	4%	-26%	-2
CC1=NC(C)(C)Cc2cc(C)c(C)cc21	-5%	1	-6%	6%	22%	-2
CCCNC(=O)C(Cc1ccccc1)NC(=O)c1ccc(C(C)(C)C)cc1 (stereo unspecified)	?	/	/	37%[activator]	?	/
Cc1ccc(NC(=O)CSc2ncccn2)c([N+](=O)[O-])c1	11%	82*	1%	?	66%[activator]	28*
CCn1c(=O)c2cc(C(=O)N3CCCC3)sc2c2ccccc21	23%	-3	1%	/	?	-1
O=C(/C=C/c1cccc(F)c1)Nc1cc(S(=O)(=O)N2CCOCC2)ccc1N1CCCC1	-9%	-15	-7%	-11%	?	-2
CC(=O)c1ccc(NC(=O)NC2CCCCCCC2)cc1	35%[activator]	95*	/	-4%	?	39*
CCN(CC)c1ccc(N=Cc2c(O)n(-c3ccc(OC)cc3)c(=O)[nH]c2=O)cc1	/	-11	-8%	7%	10µM*	-1
O=C(COc1coc(CN2CCc3ccccc3C2)cc1=O)Nc1ccc(F)cc1F	-12%	/	/	?	?	/
COc1ccc(OCCNC(=O)c2ccccc2Cl)cc1	-4%	28	4%	3%	?	11
CCn1c(=O)cc(SCC(=O)N2CCN(C3CCCCC3)CC2)c2ccccc21	?	-4	-9%	?	5%	2
CCOC(=O)C1CCN(Cc2cc(=O)oc3cc(C)ccc23)CC1	3%	29	10%	-5%	59%[activator]	8

Next section; it opens with the 3 that closed the last part.
SMILES	Pf growth 48h	Shiga toxin inh	Giardia FBPA inh	HCV inhibitor	Pf growth 96h	Cycloheximide cs
COc1ccc(OCCNC(=O)c2ccccc2Cl)cc1	-4%	28	4%	3%	?	11
CCn1c(=O)cc(SCC(=O)N2CCN(C3CCCCC3)CC2)c2ccccc21	?	-4	-9%	?	5%	2
CCOC(=O)C1CCN(Cc2cc(=O)oc3cc(C)ccc23)CC1	3%	29	10%	-5%	59%[activator]	8
Cc1cccc(NC(=S)NCc2ccc(F)cc2)c1	10%	-5	-2%	-8%	74%[activator]	4
O=c1[nH]c(NC2CCN(S(=O)(=O)c3ccccc3C(F)(F)F)CC2)nc2c1CCCC2	?	-3	-4%	?	22%	-3
Cc1noc(C)c1CSc1ncnc2sc3c(c12)CCC3	/	-15	2%	/	45%[activator][5.75 µM]	-3
COc1ccc(Cc2nnc(NC(=O)C3CC(=O)N(c4ccc(OC)cc4)C3)s2)cc1 (stereo unspecified)	-21%	-4	2%	13%	-8%	-3
Cn1c(NC(=O)CCC2CCCCC2)cc(=O)n(C)c1=O	/	113*	3%	2%	?	71*
O=C(C(=O)N1CCCC1)c1c(-c2ccccc2)[nH]c2ccccc12	/	8	6%	-1%	-6%	1
COC(=O)CCC(=O)NNC(=O)c1ccc(Br)cc1	5%	-15	4%	21%	0%	1
CNC(=O)C1=C(C)NC(=S)NC1c1cccs1 (stereo unspecified)	9%	0	2%	?	7%	3
CCC/C(=N\NC(=O)C1CCCC1)c1ccccc1	17%	7	-5%	2%	?	18
CCCCn1c(N)c(N(CCC(C)C)C(=O)c2oc3ccc(OCC)cc3c2C)c(=O)[nH]c1=O	?	/	/	?	?	/
O=C1COc2ccc(C(=O)COC(=O)COc3ccccc3[N+](=O)[O-])cc2N1	12%	-11	1%	9%	?	8
C=CCc1ccccc1OCC(=O)N/N=C/c1ccc(OC(C)=O)cc1OC(C)=O	?	2	-24%	?	?	-3
Cn1c(/C=C/c2cccc([N+](=O)[O-])c2)c([N+](=O)[O-])c(=O)n(C)c1=O	?	-22	12%	?	?	-1
CCC1CN(C(=O)N2CCC(C(=O)NCCc3ccccc3OC)CC2)c2ccccc2O1 (stereo unspecified)	?	-4	/	?	?	-11
COc1ccc(C(Nc2ccccc2)P(=O)(Oc2ccccc2)Oc2ccccc2)cc1 (stereo unspecified)	?	56*	17%	16%	0%	28*

3 records picked at random from the list so far, as already listed:
SMILES	Pf growth 48h	Shiga toxin inh	Giardia FBPA inh	HCV inhibitor	Pf growth 96h	Cycloheximide cs
CNC(=O)C1=C(C)NC(=S)NC1c1cccs1 (stereo unspecified)	9%	0	2%	?	7%	3
CCC1CN(C(=O)N2CCC(C(=O)NCCc3ccccc3OC)CC2)c2ccccc2O1 (stereo unspecified)	?	-4	/	?	?	-11
Cn1c(/C=C/c2cccc([N+](=O)[O-])c2)c([N+](=O)[O-])c(=O)n(C)c1=O	?	-22	12%	?	?	-1

Continuation:
SMILES	Pf growth 48h	Shiga toxin inh	Giardia FBPA inh	HCV inhibitor	Pf growth 96h	Cycloheximide cs
O=C(O)COc1ccc2oc3c(c2c1)CCCC3	20%	-4	13%	12%	-13%	1
Cc1ccc(NC(=O)CCCCCN2C(=O)c3ccccc3C2=O)nc1	24%	0	4%	-1%	22%	1
CC(C)CCOC(=O)/C(=C/c1ccco1)NC(=O)/C=C/c1ccccc1	?	51	-4%	12%	4.1µM*	20*
CCOc1ccc(S(=O)(=O)Nc2nc3cc(OC)ccc3s2)cc1	/	3	7%	13%	-14%	-4
O=C(COC(=O)CNC(=O)c1ccccc1)Nc1nnc(-c2ccccc2)o1	7%	/	/	11%	0%	/
COc1ccccc1N1CCN(Cc2cnc3ccc(Cl)cn23)CC1	0%	-5	2%	?	?	1
CCn1c2ccccc2c2cc(NC(=O)COc3ccccc3)ccc21	12%	-6	-1%	?	?	6
O=S(=O)(c1ccccc1)c1nc(-c2cccc(Cl)c2)oc1N1CCOCC1	0%	-13	/	?	?	3
